GLP1R ag – qHTS of GLP-1 Receptor Agonists; Potency, µM (top dose mostly 45.6 µM), for inactives: at the highest dose activation, actives largely listed as activators; hit rate 0.007% among 380,000; HEK293 GLP-1R CRE-luciferase, luminescence, 4-6 h; cells express a hypersensitive GLP-1R form; Glucagon-like peptide 1 receptor (Homo sapiens), P43220; further: % of control where 0% means no effect
Target sequence (P43220 whole entry, looked up): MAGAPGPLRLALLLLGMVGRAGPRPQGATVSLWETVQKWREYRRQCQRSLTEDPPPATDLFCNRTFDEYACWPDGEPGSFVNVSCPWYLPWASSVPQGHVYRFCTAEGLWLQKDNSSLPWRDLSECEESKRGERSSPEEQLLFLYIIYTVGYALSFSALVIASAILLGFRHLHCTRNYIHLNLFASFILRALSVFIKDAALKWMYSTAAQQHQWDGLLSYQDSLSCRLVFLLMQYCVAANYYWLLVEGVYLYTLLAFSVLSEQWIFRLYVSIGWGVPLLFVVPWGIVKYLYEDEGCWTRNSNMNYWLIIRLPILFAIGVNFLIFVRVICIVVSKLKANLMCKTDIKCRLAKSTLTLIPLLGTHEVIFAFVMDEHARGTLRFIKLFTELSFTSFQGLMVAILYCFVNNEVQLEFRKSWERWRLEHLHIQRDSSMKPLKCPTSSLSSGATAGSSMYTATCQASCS
HT1080NT lethal – qHTS for induction of synthetic lethality in tumor cells producing 2HG: qHTS for the HT-1080-NT fibrosarcoma cell line; hit rate 1.6% among 360,000; HT-1080-NT fibrosarcoma viability, CellTiter-Glo ATP luminescence, 48 h; AID 686970, 2013; Potency, µM (titrated, usually from 46.1 µM), for the others: top-dose activity, negative = less viability, hits mostly cytotoxic;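 further: NT is the 2HG producing partner of a matched IDH1 knockdown line; 0% = DMSO-treated cells and -100% = media-only wells without cells; nearly all actives have a fitted effect of over 55% in size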
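Read-out is CellTiter-Glo luminescence after 10 minutes at room temperature, following 48 hours' compound treatment of HT-1080-NT cells (750 cells/well, RPMI, 5% FBS, 37 degrees C).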
SW480 rereplic – A quantitative high throughput screen for small molecules that induce DNA re-replication in SW480 colon adenocarcinoma cells; SW480 DNA re-replication, Hoechst DNA content imaging, 48 h; Potency, µM (series often up to 46.1 µM), for inactives: top-dose re-replication activation, actives largely listed as activators; hit rate 1.8% among 340,000; AID 624297, 2012; further: % of control where 0% means no effect; nearly all actives have a fitted effect of over 55% in size
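Compounds, transferred as 23 nL by pin tool, were incubated with cells for 48 hr; DNA content per nucleus was then quantified by Hoechst staining and fluorescence plate imaging.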
GLP-1R inv ag – qHTS of GLP-1 Receptor Inverse Agonists (Inhibition Mode); HEK293 GLP-1R CRE-luciferase, luminescence, 24 h; GLP-1R form is constitutively active; Potency, µM (series often up to 38.3 µM), for the others: top-dose activity change, negative = inhibition, usual class: inhibitors; hit rate 1.6% among 410,000; further: on the % scale 0 is the no-effect control and ±100 the full control effect; nearly all actives have a fitted effect of over 55% in size
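Assay principle: reduced luminescence from a cAMP-responsive reporter in HEK293 cells co-expressing a constitutively active GLP-1R. Conditions: 24 hr compound incubation, 37 deg C, 5% CO2.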
GLP1R cytotox – qHTS of GLP-1 Receptor Inverse Agonists: Cytotox Screen; HEK293 cAMP-luciferase reporter cells, luminescence, 24 h; Potency, µM (doses to about 38.3 µM), inactives show at the highest dose activity change, negative = inhibition, most hits filed as inhibitors; hit rate 0.13% among 410,000; AID 624418, 2012;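 further: loss of luciferase light is scored as toxicity; on the % scale 0 is the no-effect control and ±100 the full control effect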
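To flag toxic compounds, the library was rerun on cells for 24 hr at 37 deg C and 5% CO2. Viability-linked luminescence was captured 12 min after adding luciferase detection reagent.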
KB-V1 MDR tox – qHTS assay for MDR1-selective chemotherapeutics: Primary screen using the drug-selected MDR subline cells KB-V1. Potency, µM (highest dose often 46.1 µM), inactives show at the highest dose activity change, negative = cytotoxicity, actives largely listed as cytotoxic. AID 1347076, 2019. KB-V1 MDR cells viability, CellTiter-Glo, 72 h. hit rate 3.4% among 400,000; further: on the % scale 0 is the no-effect control and ±100 the full control effect; nearly all actives have a fitted effect of over 60% in size
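Luminescent ATP read-out (CellTiter-Glo, 10 min) measures survival of drug-selected KB-V1 MDR cells after 72 h, 37 degrees C compound exposure. Medium: phenol-red-free DMEM, 10% FBS. Values from fitted concentration-response curves.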
TDP-43 yeast inh – qHTS of TDP-43 Inhibitors; TDP-43 expressing yeast growth rescue, BacTiter-Glo, 24 h; Potency, µM (doses to about 46.1 µM), without a hit: at the top dose growth rescue (activation), most hits filed as activators; hit rate 1.8% among 410,000; AID 652104, 2013; further: % of control where 0% means no effect; nearly all actives have a fitted effect of over 50% in size
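Yeast expressing TDP-43 (pregrown in raffinose, seeded at OD600=0.02 in galactose medium) exposed to compounds 24 hr at 30 deg C. Growth read by BacTiter-Glo luminescence; rescue of toxicity appears as increased signal.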
HT1080 IDH1KD tx – qHTS for induction of synthetic lethality in tumor cells producing 2HG: qHTS for the HT-1080-IDH1KD cell line; Potency, µM (doses to about 46.1 µM), without a hit: top-dose activity, negative = toxicity, actives largely listed as cytotoxic; hit rate 2% among 360,000; AID 686971, 2013; HT-1080 IDH1 knockdown viability, ATP luminescence, 48 h;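 further: 0% = DMSO wells and -100% = cell-free medium wells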
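In this qHTS, HT-1080 cells depleted of IDH1 are exposed for 48 h at 37 °C to compound titrations. Toxicity is scored from CellTiter-Glo luminescence, with DMSO as full viability and medium alone as none.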
KB-3-1 cytotox – qHTS assay for MDR1-selective chemotherapeutics: Primary screen using the parental adenocarcinoma cell KB-3-1. KB-3-1 viability, CellTiter-Glo ATP luminescence, 72 h. Potency, µM (titrated, usually from 46.1 µM), without a hit: at the highest dose activity change, negative = cytotoxic, most hits filed as cytotoxic. hit rate 1.4% among 400,000. AID 1347075, 2019; further: on the % scale 0 is the no-effect control and ±100 the full control effect; nearly all actives have a fitted effect of over 60% in size
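Parental KB-3-1 adenocarcinoma cells in phenol-red-free DMEM with 10% FBS were pin-treated with compounds at several concentrations, incubated 72 h at 37 °C, and viability read by CellTiter-Glo luminescence; concentration-effect curves were fitted after normalization.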
* = called active by the depositor; ? = inconclusive; . = no result given; [ ] = another dose, or the depositor's remark. The call rests on the fitted dose curve; in most records, active means well fitted curve in the direction sought with a large enough effect; inconclusive means small, poorly fitted or top-dose-only effect, or another doubt; inactive means no such curve, though single readings can be large; an effect the other way counts as inactive or inconclusive. Potency means the concentration at half of the fitted maximal effect.

A first look, three compounds:
SMILES	GLP1R ag	HT1080NT lethal	SW480 rereplic	GLP-1R inv ag	GLP1R cytotox	KB-V1 MDR tox	TDP-43 yeast inh	HT1080 IDH1KD tx	KB-3-1 cytotox
CCCCN1CC(=O)N2[C@@H]3c4cc(Br)ccc4OC[C@@H]3[C@H](C(=O)OCC)[C@]2(C)C1=O	0%	-3%	1%	-18%	1%	-21%	-1%	-4%	0%
CCOC(=O)N1CCN(c2nc(-c3ccco3)cc(C(F)(F)F)n2)CC1	3%	?	4%	-5%	-11%	?	-8%	26%	-2%
COc1ccc(C(C)=O)cc1CN1C(=O)C(Cc2ccccc2)ON=C1c1ncccc1C (stereo not drawn)	13%	1%	.	4%	-2%	-22%	2%	15%	10%

The list itself, previewed entries included:
SMILES	GLP1R ag	HT1080NT lethal	SW480 rereplic	GLP-1R inv ag	GLP1R cytotox	KB-V1 MDR tox	TDP-43 yeast inh	HT1080 IDH1KD tx	KB-3-1 cytotox
CCCCN1CC(=O)N2[C@@H]3c4cc(Br)ccc4OC[C@@H]3[C@H](C(=O)OCC)[C@]2(C)C1=O	0%	-3%	1%	-18%	1%	-21%	-1%	-4%	0%
CCOC(=O)N1CCN(c2nc(-c3ccco3)cc(C(F)(F)F)n2)CC1	3%	?	4%	-5%	-11%	?	-8%	26%	-2%
COc1ccc(C(C)=O)cc1CN1C(=O)C(Cc2ccccc2)ON=C1c1ncccc1C (stereo not drawn)	13%	1%	.	4%	-2%	-22%	2%	15%	10%
CCNc1oc(/C=C/c2ccc(OCC)cc2)nc1C#N	21%	-15%	3.3µM*	-16%	-2%	0%	?	?	?
CC1Cc2ccccc2N1C(=O)COC(=O)Cn1cnc2ccccc2c1=O (stereo not drawn)	0%	-6%	-4%	-2%	-1%	15%	22%	-2%	-10%
CCOC(=O)N1CCN(c2ccc(C(C)=O)cc2F)CC1	-6%	26%	-1%	42%[activator]	-7%	1%	13%	11%	0%
C=CCN1C(=O)/C(=C\c2ccc(Cl)cc2)N=C1SCC(=O)NC1CCCCC1	-20%	9%	-8%	19%	4%	?	-3%	13%	12%
Cc1cccc(N2CCN(C(=S)c3ccc4c(c3)OCO4)CC2)c1	8%	0%	6.5µM*	11µM*	?	0%	?	?	10µM*
Cc1cccc(-n2nnnc2SCC(=O)N(CC(C)C)c2c(N)n(CC(C)C)c(=O)[nH]c2=O)c1	8%	-10%	-2%	-18%	-2%	-5%	9%[9.22 µM]	9%	11%
Cc1ccc(NC(=O)c2ccccc2)cc1OC(=O)c1ccccc1	4%	-11%	-1%	1%	3%	-14%	-7%	-23%	14%

The last 2 compounds of the part above are carried over, then new ones follow.
SMILES	GLP1R ag	HT1080NT lethal	SW480 rereplic	GLP-1R inv ag	GLP1R cytotox	KB-V1 MDR tox	TDP-43 yeast inh	HT1080 IDH1KD tx	KB-3-1 cytotox
Cc1cccc(-n2nnnc2SCC(=O)N(CC(C)C)c2c(N)n(CC(C)C)c(=O)[nH]c2=O)c1	8%	-10%	-2%	-18%	-2%	-5%	9%[9.22 µM]	9%	11%
Cc1ccc(NC(=O)c2ccccc2)cc1OC(=O)c1ccccc1	4%	-11%	-1%	1%	3%	-14%	-7%	-23%	14%
COC(=O)c1scc(C)c1NC(=O)Cc1ccccc1	4%	15%	0%	-14%	2%	-1%	-2%	13%	5%
Cc1ccc(N(CC(=O)NC2CCCCC2)C(=O)CNC(=O)c2ccco2)cc1F	11%	6%	-12%	6%	5%	-18%	-15%	19%	0%
Cc1[nH]c2ccc(-c3nnc(SCC(=O)c4ccccc4F)o3)cc2c1C	8%	-13%	4%	?	?	21µM*	3%	-12%	-3%
COc1ccc(/C=N\NC(=O)c2c(C)nc3ccc(Br)cn23)cc1	-5%	?	2.3µM*	-46%	?	?	?	0.58µM*	?
COCCNC(=O)C1(C)CCCN(C(=O)Cc2ccc3ccccc3c2)C1 (stereo not drawn)	-3%	?	.	25%	-16%	6%	10%	18%	0%
COc1ccc(NC(=O)c2cccn2-c2nnc(N3CCCCC3)s2)c(OC)c1	.	.	.	5%	-2%	-2%	0%	.	0%
COC(=O)c1cc(OCC(=O)NC2CCCc3ccccc32)cc(C(=O)OC)c1 (stereo not drawn)	5%	-4%	-1%	?	-18%	-27%	7%	-5%	5%
COc1cc(C(C[N+](=O)[O-])c2c(C)[nH]c3ccccc23)cc(OC)c1OC (stereo not drawn)	0%	-18%	-3%	?	-15%	?	9%	-19%	?
COC(=O)c1sccc1NC(=O)CSc1cc(Cl)ccc1Cl	3%	-5%	-1%	?	24%	?	13%	-2%	-8%
O=C(NCCCn1ccnc1)Nc1cccc(Cl)c1	8%	11%	-21%	3%	-5%	7%	19%	4%	1%
O=C(c1ccccc1)N1CCN(Cc2ccccc2Br)CC1	4%	13%	-8%[9.22 µM]	?	-14%	-17%	1%	12%	-3%
CCN1C(=NCCOC)N[C@@H](c2cccs2)C(C(=O)OC)=C1C	-4%	13%	-1%	15%	2%	?	5%	2%	7%
Cc1cccc(NC(=O)c2cc(N3C(=O)CCC3=O)ccc2Cl)n1	-3%	18%	0%	18%	4%	-1%	-13%	2%	13%
COC(=O)[C@H](Cc1ccccc1)NC(=O)N1CCN(c2ccccc2)CC1	14%	18%	0%[9.22 µM]	-5%	-4%	-19%	0%	9%	5%
O=C(NCC1CC1)c1onc(CSc2ccccc2)c1C(=O)NCC1CC1	4%	15%	-4%	?	12%	0%	18%	5%	-4%
CCOC(=O)c1cccc(NC(=O)CSc2ncc3c(n2)-c2ccccc2N(C)S3(=O)=O)c1	.	.	.	13%	10%	0%	20%	.	1%
CC(C(=O)NC1CCCC1)N(C(=O)c1ccc(-c2ccccc2)[nH]1)c1ccccc1F (stereo not drawn)	-12%	?	?	0%	1%	?	-25%	?	?
Cn1/c(=N/NC(=O)c2ccccc2F)sc2ccccc21	8%	12%	-8%	1%	3%	0%	2%	21%	11%
COc1ccc(NC(=O)C(NS(=O)(=O)c2ccc3c(c2)CCCN3C(C)=O)C(C)C)c(OC)c1 (stereo not drawn)	-1%	-18%	9%	42%[activator]	20%	?	-16%	8%	2%
COCCNc1nc(Nc2ccc(C#N)cc2)c2sccc2n1	30%	?	.	-26%	6%	-25%	0%	0%	0%
CC(=O)Nc1ccc(NC(=O)C2CC(=O)Nc3ncnn32)cc1 (stereo not drawn)	-2%	2%	-1%	1%	1%	0%	-1%	1%	3%
O=c1cc(N2CCCCC2)[nH]c(=O)n1C1CCCCC1	6%	-4%	-7%	13%	7%	0%	15%	-1%	1%
Cn1c(N)c(N=O)c(=O)n(C)c1=O	11%	16%	-11%	1%	0%	?	-5%[1.82 µM]	12%	-2%
CC1(C(=O)NCc2ccc(Cl)cc2)CCN1C(=O)Cc1cccs1 (stereo not drawn)	-3%	1%	.	13%	6%	2%	?	0%	0%
Cc1ccc(C(=O)C(OC(=O)CNS(=O)(=O)c2ccccc2)c2ccccc2)cc1 (stereo not drawn)	-2%	0%	-5%	6%	6%	-4%	3%	8%	8%
CCn1cc(C(=O)NCc2ccco2)c2cc(OC)c(OC)cc2c1=O	19%	6%	-26%	55%[activator]	-4%	-12%	8%	8%	12%
CC(NC(=O)CCC(=O)c1ccccc1)c1ccc(F)cc1 (stereo not drawn)	7%	7%	-31%[inhibitor]	?	3%	0%	-1%	10%	15%
COc1cccc(CNC(=O)c2cc3oc4ccccc4c3n2C)c1OC	6%	?	-3%[9.22 µM]	-6%	-13%	6.5µM*	21%	?	?
O=C(Nc1cc2c3c(c1)CC(=O)N3CCC2)c1c(F)cccc1F	9%	9%	1%	37%[activator]	-1%	1%	18%	7%	-2%
CCCS(=O)(=O)N1CCCC(C(=O)NCCCN(C)Cc2ccccc2)C1 (stereo not drawn)	3%	-1%	6%	-15%	-5%	7%	-9%	0%	9%
Cc1nc2nc(C)c(NS(=O)(=O)c3cccs3)c(=O)n2[nH]1	-2%	26%	0%	18%	-9%	2%	-6%	3%	?
CN(C)CCNC(=O)c1cccc(NS(=O)(=O)c2ccc(Cl)c(Cl)c2)c1	4%	-22%	-4%	?	-12%	20%	-6%	-18%	-3%
CN(Cc1nc2ccccc2c(=O)[nH]1)c1ccccc1	3%	8%	-1%	0%	6%	?	30%	5%	0%
Nc1nc(-c2ccc(-c3ccccc3)cc2)cs1	4%	-20%	-3%	4%	-5%	2%	-70%[inhibitor]	-1%	-14%

Structures listed above printed as active in GLP-1R inv ag:
| SMILES | GLP1R ag | SW480 rereplic | GLP-1R inv ag |
| --- | --- | --- | --- |
| Cc1cccc(N2CCN(C(=S)c3ccc4c(c3)OCO4)CC2)c1 | 8% | 6.5µM* | 11µM* |

Entries above containing a cyano group, in the order listed:
SMILES	GLP1R ag	HT1080NT lethal	SW480 rereplic	GLP-1R inv ag	GLP1R cytotox	KB-V1 MDR tox	TDP-43 yeast inh	HT1080 IDH1KD tx	KB-3-1 cytotox
CCNc1oc(/C=C/c2ccc(OCC)cc2)nc1C#N	21%	-15%	3.3µM*	-16%	-2%	0%	?	?	?
COCCNc1nc(Nc2ccc(C#N)cc2)c2sccc2n1	30%	?	.	-26%	6%	-25%	0%	0%	0%

Compound activity from PubChem BioAssay.

No enrichment for hits (roughly 9.4% active in at least one column).
